KOR beta-arrestin-1 = KOR agonists, beta-arrestin recruitment, primary screen, cell-based, luminescence, uHTS (AID 1777). 0.02% of 280,000 active. KOR beta-arrestin recruitment, luminescence; higher % means a stronger effect. one-dose activation, % at 10 µM; EC50 in µM for titrated hits; in the data active = activation above about 50%, passing the limit was not always enough; also: a part of the inactive calls stands beside numbers as strong as those of hits
HIV peptide binding = cell-free HIV fusion peptide-binding blockers – biochemical, uHTS, fluorescence dequenching, primary screen (AID 1986); inhibition, % at 20 µM; hits with a dose series show IC50 in µM; 0.3% of 290,000 active; cell-free peptide binding, fluorescence dequenching, 30 min; higher % means a stronger effect; in the data active = inhibition mostly above about 52%, no sharp cut-off; inactive = mostly below about 76%; also: some results filed as inactive read as strong as hits
GPR55 activation = GPR55 agonists via beta-arrestin recruitment, primary screen, imaging, U2OS cells, beta-arrestin-GFP redistribution (AID 1961); U2OS GPR55 beta-arrestin-GFP redistribution imaging; higher % means a stronger effect; activation, % at 10 µM, or EC50 in µM where a hit was titrated; 0.048% of 290,000 active;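 active = activation above 40% with more than 50 cells counted in the well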;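 also: U2OS osteosarcoma cells stably expressing GPR55 and beta-arrestin-GFP; plate controls were DMSO negative control for no effect and LPI positive control for full effect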
NOD1 inhibition = NOD1 signaling inhibitors, primary screen, cell-based, luminescence, uHTS (AID 1578); NOD1-driven NF-kB luciferase reporter cells, luminescence; higher % means a stronger effect; inhibition, % at 4 µM, or EC50 in µM where a hit was titrated; 1% of 290,000 active; in the data active = inhibition mostly above about 36%, no sharp cut-off; inactive = mostly below about 34%;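 also: HEK-293T reporter cells stimulated with the NOD1 agonist gamma-tri-DAP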
GPR55 LPI antagonism = inhibition of LPI-stimulated GPR55 beta-arrestin translocation – imaging, U2OS, beta-arrestin-GFP, LPI agonist, primary screen (AID 2013) | U2OS GPR55 beta-arrestin-GFP translocation imaging, LPI antagonism; higher % means a stronger effect | one-dose inhibition, % at 10 µM; IC50 in µM for titrated hits | 0.13% of 290,000 active;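 active = spots per cell inhibited over 60%, with over 100 cells counted and total cytoplasm intensity under 500,000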;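 also: U2OS cells stably carrying GPR55 and arrestin-GFP stimulated by 5 µM LPI near EC80; imaged beta-arrestin-GFP aggregate spots per cell after agonist stimulation; plate controls were LPI-stimulated DMSO wells for no effect and DMSO wells without LPI for full effect; some results filed as inactive read as strong as hits; confirmed hits need IC50 under 10 µM and bright autofluorescent wells are also inconclusive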
KOR beta-arrestin-2 = kappa opioid receptor blockers – cell-based, luminescence, uHTS (AID 1778); 0.091% of 290,000 active; one-dose inhibition, % at 10 µM; IC50 in µM for titrated hits; KOR beta-arrestin recruitment, luminescence, antagonist mode; higher % means a stronger effect; also: strong numbers were not always called active
GPR35 arrestin U2OS = inhibition of zaprinast-stimulated GPR35 beta-arrestin translocation – imaging, U2OS, beta-arrestin-GFP, zaprinast agonist, primary screen (AID 2058). inhibition, % at 10 µM, or IC50 in µM where a hit was titrated. 0.052% of 290,000 active. U2OS GPR35 beta-arrestin-GFP translocation imaging, zaprinast antagonism; higher % means a stronger effect;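 active = inhibition of at least 50% with at least 30 cells and total cytoplasm GFP at most 10,000,000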
HEK293 NOD2/NF-kB = NOD2 signaling inhibitors, cell-based, luminescence, uHTS, HEK293 (AID 1566) | inhibition, % at 4 µM, or EC50 in µM where a hit was titrated | HEK293 NOD2/NF-kB luciferase reporter, luminescence; higher % means a stronger effect | 0.63% of 290,000 active; also: many of its hits are not listed in these tables
Myeloid diff 2 = promotes myeloid progenitor differentiation. ER-HoxA9 myeloid progenitors, lysozyme-GFP differentiation, flow cytometry. calls only at 10 µM. 1% of 360,000 active;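 active = normalized GFP-positive differentiation at or above the plate's own cutoff, the solvent-only control mean plus 3 SD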;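 also: cells exposed to compound for four days before flow analysis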
Myeloid diff 2 GFP+ MAC1+ % = also measured in Myeloid diff 2; calls as there; GFP+ MAC1+ double positive, %; measured here: differentiation confirmed by MAC1 staining
An asterisk follows results filed as active; i = inactive; . = not tested or not shown; + = active, no number; [ ] = another dose, or the depositor's remark. Rule as the data show it, unless noted: active = inhibition above about 50%; inactive = the rest. These rows are one share of the data; count on the stated rates, not on these rows.

The opening 7 compounds, ahead of the listing:
cpd | SMILES | KOR beta-arrestin-1 | HIV peptide binding | GPR55 activation | NOD1 inhibition | GPR55 LPI antagonism | KOR beta-arrestin-2 | GPR35 arrestin U2OS | HEK293 NOD2/NF-kB | Myeloid diff 2 | Myeloid diff 2 GFP+ MAC1+ %
1 | COc1cc(C(=O)Nc2cccc(C)c2C)c(Br)c(OC)c1OC | -3.2% | 0.0% | -0.3% | -28% | 16% | -17% | 5% | 23% | i | 0.3
2 | O=c1ccnc2n1COCS2 | -4.1% | 0.1% | 0.2% | -10% | -4% | 13% | 13% | 10% | i | 0.2
3 | COc1ccc(C(=O)N(CCN2CCOCC2)CC(=O)NC2CCCC2)cc1OC | -3.1% | -1.1% | 0.1% | -4% | 14% | 24% | -19% | 9% | i | 8.3
4 | COC(=O)CCN(C(=O)c1ccc(C)c([N+](=O)[O-])c1)c1ccccn1 | -2.2% | -1.4% | -0.2% | -28% | 12% | -1% | 13% | 18% | i | 0.1
5 | Cc1cccc(NC(=O)c2cc(=O)n(Cc3ccccc3)c(=O)[nH]2)c1 | -4.3% | 0.0% | -0.3% | -14% | 9% | -7% | 7% | 17% | i | 1.0
6 | C/C(=N/NC(=O)CN1CCN(Cc2ccccc2Cl)CC1)c1cccnc1 | -0.3% | 1.3% | -0.1% | -4% | 2% | 2% | -6% | 16% | i | 0.7
7 | CC(C)n1c(SCc2ccccc2F)nc2c1c(=O)n(C)c(=O)n2C | -1.8% | 1.7% | -0.2% | 47% | 8% | 2% | 10% | 30% | i | 4.6

The whole of this part, repeating the preview:
cpd | SMILES | KOR beta-arrestin-1 | HIV peptide binding | GPR55 activation | NOD1 inhibition | GPR55 LPI antagonism | KOR beta-arrestin-2 | GPR35 arrestin U2OS | HEK293 NOD2/NF-kB | Myeloid diff 2 | Myeloid diff 2 GFP+ MAC1+ %
1 | COc1cc(C(=O)Nc2cccc(C)c2C)c(Br)c(OC)c1OC | -3.2% | 0.0% | -0.3% | -28% | 16% | -17% | 5% | 23% | i | 0.3
2 | O=c1ccnc2n1COCS2 | -4.1% | 0.1% | 0.2% | -10% | -4% | 13% | 13% | 10% | i | 0.2
3 | COc1ccc(C(=O)N(CCN2CCOCC2)CC(=O)NC2CCCC2)cc1OC | -3.1% | -1.1% | 0.1% | -4% | 14% | 24% | -19% | 9% | i | 8.3
4 | COC(=O)CCN(C(=O)c1ccc(C)c([N+](=O)[O-])c1)c1ccccn1 | -2.2% | -1.4% | -0.2% | -28% | 12% | -1% | 13% | 18% | i | 0.1
5 | Cc1cccc(NC(=O)c2cc(=O)n(Cc3ccccc3)c(=O)[nH]2)c1 | -4.3% | 0.0% | -0.3% | -14% | 9% | -7% | 7% | 17% | i | 1.0
6 | C/C(=N/NC(=O)CN1CCN(Cc2ccccc2Cl)CC1)c1cccnc1 | -0.3% | 1.3% | -0.1% | -4% | 2% | 2% | -6% | 16% | i | 0.7
7 | CC(C)n1c(SCc2ccccc2F)nc2c1c(=O)n(C)c(=O)n2C | -1.8% | 1.7% | -0.2% | 47% | 8% | 2% | 10% | 30% | i | 4.6
8 | Cc1cccc2nc(CSc3nnc4ccccn34)cn12 | -4.6% | 1.5% | 0.4% | -13% | 14% | 10% | -11% | -55% | i | 0.5
9 | COc1ccccc1NS(=O)(=O)c1cccc(NC(=O)NC2CCCCC2)c1 | -2.8% | 1.5% | -0.1% | 31% | -11% | 14% | 5% | 19% | i | 0.6
10 | COCCCNc1nc2ccccc2[nH]c1=O | -4.3% | 0.3% | 1.0% | -29% | -11% | -34% | -8% | 15% | i | 0.4
11 | Cc1ccc(NC(=O)CN2C(=O)COc3ccc(S(=O)(=O)N4CCCC4)cc32)cc1C | -3.0% | 1.0% | -0.1% | -6% | 3% | 13% | 1% | 27% | i | 5.3
12 | CC(C)Cc1nc2sc3c(c2c(=O)n1N)CC(C)(C)OC3 | 4.8% | -1.1% | -0.1% | -4% | 2% | 7% | -6% | 0% | i | 0.1
13 | O=C1NC(=Nc2ccccc2)c2c1cccc2[N+](=O)[O-] | 0.6% | -1.9% | 0.2% | 14% | 3% | -42% | -16% | 0% | i | 0.3
14 | CCCCCCNC(=O)c1cc(S(=O)(=O)N2CCc3ccccc32)ccc1F | -1.6% | -1.3% | 0.5% | 20% | -3% | 12% | 0% | 27% | i | 0.9
15 | O=C(CCNC(=O)N1CC(=O)Nc2ccccc21)Nc1ccc(Cl)cc1 | 4.0% | 2.3% | -0.1% | -19% | -22% | -25% | 3% | 5% | i | 1.0
16 | Cc1ccc(S(=O)(=O)NNC(=O)C(O)(c2ccccc2C)c2ccccc2C)cc1 | -2.0% | 0.5% | 0.7% | -20% | 18% | 27% | -14% | -11% | i | 0.5
17 | O=S(=O)(c1ccc(Cl)cc1)N1CN(CC2CCCO2)c2nc3ccccc3nc21 (stereo unspecified) | -3.0% | 1.1% | -0.1% | -16% | 4% | -6% | -1% | 4% | i | 5.4
18 | CCC(C)C(=O)N1CCCC(c2nc(-c3cccs3)no2)C1 (stereo unspecified) | 0.9% | 3.9% | 0.3% | -23% | 3% | 5% | 0% | -46% | i | 0.2
19 | CCN(CC)S(=O)(=O)c1ccc(NN)nc1 | -3.0% | -1.4% | 1.2% | -33% | 2% | 11% | -12% | 8% | i | 0.2
20 | COc1cccc(CNC(=O)CN2C(=O)CSc3ccc(S(=O)(=O)N4CCCCC4)cc32)c1 | -2.6% | -0.3% | -0.1% | -14% | 3% | -16% | -16% | 11% | i | 0.0
21 | COc1cccc(-c2cccc(NC(=O)C3CCN(C4CCC4)CC3)c2)c1 | 2.6% | 1.6% | -0.1% | -28% | 9% | 11% | -12% | -7% | i | 1.6
22 | CC1CCc2c(sc3ncnc(SCC(=O)N4CCN(C(=O)c5ccco5)CC4)c23)C1 (stereo unspecified) | . | 2.0% | 0.1% | 30% | 4% | -15% | -3% | 14% | . | .
23 | COc1cccc(NC(=O)CSc2nc3ccccc3nc2N2CCOCC2)c1 | -3.1% | 0.1% | 0.0% | -14% | 7% | 14%[20 µM] | 7% | 16% | i | 2.4
24 | CCOC(=O)C1=C(O)/C(=C\c2cc(C)n(-c3ccccc3F)c2C)N=C1C | -3.1% | 9.5% | 0.0% | -7% | 6% | 18% | -8% | 16% | i | 0.2

(listing goes on)
| item | structure | KOR beta-arrestin-1 | HIV peptide binding | GPR55 activation | NOD1 inhibition | GPR55 LPI antagonism | KOR beta-arrestin-2 | GPR35 arrestin U2OS | HEK293 NOD2/NF-kB | Myeloid diff 2 | Myeloid diff 2 GFP+ MAC1+ % |
| --- | --- | --- | --- | --- | --- | --- | --- | --- | --- | --- | --- |
| 25 | CCOc1ccc(CNS(=O)(=O)c2ccc3c(c2)CC(=O)N3C)cc1 | -3.2% | -0.6% | -0.1% | -23% | 4% | 38% | 8% | 10% | i | 1.3 |
| 26 | O=C(NCc1cccs1)c1cc(-c2cccc(Cl)c2)on1 | 3.4% | -1.8% | -0.1% | -86% | 2% | -46% | 8% | -30% | i | 4.7 |
| 27 | CCOC(=O)CC(=O)CSc1nc2cc(C)ccc2cc1C | 2.8% | 10% | -0.3% | -26% | -3% | -7% | -6% | 9% | i | 0.6 |
| 28 | CC(C)N1CCc2c(sc(NC(=O)c3nc4ccccc4s3)c2C(N)=O)C1 | -1.2% | 9.5% | -0.6% | -10% | 10% | 17% | -1% | 10% | + | 3.2* |
| 29 | CCN(CC1COc2ccccc2O1)C(=S)NCCCN(C)C (stereo unspecified) | -6.4% | -3.0% | -0.3% | 4% | 6% | 6% | 6% | -7% | i | 0.0 |
| 30 | CC1CC(C)(C)NC(=O)O1 (stereo unspecified) | 4.4% | -2.8% | -0.2% | -1% | 14% | 13% | -7% | 4% | i | 0.4 |
| 31 | CCOc1ccc(OCCN2C(=O)c3ccccc3C2=O)cc1 | -2.8% | 0.5% | 0.3% | -76% | 15% | 5% | -1% | -12% | i | 0.4 |
| 32 | Cc1cccc(NS(=O)(=O)c2ccc(C)c(C(N)=O)c2)c1 | -3.8% | 0.1% | 0.4% | -13% | 0% | 5% | -13% | 10% | i | 0.2 |
| 33 | O=C(CN1CCOCC1)NCCNC(=O)CN1CCOCC1 | -4.4% | -0.3% | 0.1% | -11% | 3% | 41% | -9% | 4% | i | 0.9 |
| 34 | CCCCn1c(=O)[nH]c(=O)c2c(C(=O)OCC)cc(-c3ccc(OC(F)F)cc3)nc21 | 2.7% | -0.5% | 0.1% | -9% | -3% | -78%[20 µM] | -11% | 13% | i | 0.7 |
| 35 | CCOC(=O)C1CCN(C(=O)CCS(=O)(=O)c2ccc3c(c2)CCN3C(C)=O)CC1 | 4.6% | 1.0% | 0.3% | -18% | 6% | -50% | 20% | 11% | i | 3.0 |
| 36 | Cc1ccc(-c2ccc(S(=O)(=O)Nc3cccnc3)cc2)cc1 | 1.4% | 2.0% | 0.5% | 25% | 6% | 20% | 6% | 43% | i | 0.7 |
| 37 | CCc1ccc(Nc2cnn(-c3nc4ccccc4s3)c(=O)c2Cl)cc1 | 6.3% | -3.8% | 0.6% | -23% | 10% | -9% | 19% | -2% | i | 0.3 |
| 38 | Nc1ccc(C(=O)c2ccccc2C(=O)O)cc1Cl | 2.8% | 1.2% | -0.1% | 2% | -7% | -29% | 5% | 6% | i | 8.5 |
| 39 | CC1CCN(C(=O)CCCOc2cc(=O)n(C)c3ccccc23)CC1 | -5.0% | -2.1% | 0.1% | -28% | 9% | -8% | 11% | -6% | i | 1.6 |
| 40 | Nc1ccc2c(c1)N1CCN=C1S2 | 12% | 1.5% | 0.1% | 22% | -4% | 9% | 10% | 16% | i | 0.3 |
| 41 | O=C(COC(=O)/C=C/c1ccc2c(c1)OCO2)Nc1ccc(S(=O)(=O)N2CCCC2)cc1 | 0.0% | 1.6% | -0.2% | 2% | -2% | . | -5% | 11% | i | 0.5 |
| 42 | COC(=O)c1ccccc1N/C=C/C(=O)c1ccc(Br)cc1 | 5.7% | 9.7% | -0.3% | -33% | 11% | 10% | 9% | -35% | i | 0.1 |
| 43 | Clc1ccc(-c2nc(Cc3ccccc3)no2)cc1 | -4.8% | -2.2% | 0.0% | -45% | -1% | -2% | 12% | -36% | i | 0.8 |
| 44 | CCOc1ccccc1N(CC(=O)NCc1ccncc1)S(=O)(=O)c1ccccc1 | 0.5% | -1.1% | -0.2% | 0% | 12% | 8% | 2% | 5% | i | 0.6 |
| 45 | O=Cc1cn(CC(O)CN2CCCCC2)c2ccccc12 (stereo unspecified) | . | -0.3% | -0.1% | -29% | 12% | -32%[20 µM] | 4% | 9% | i | 0.2 |
| 46 | O=C(Nc1cccnc1Cl)c1cc(-c2ccc(Cl)cc2)on1 | 1.7% | 0.6% | -0.1% | -31% | -17% | -11% | 6% | 11% | i | 0.6 |
| 47 | COc1cc2c(cc1OC)CN(c1ccc(F)cc1[N+](=O)[O-])CC2 | -2.0% | -4.6% | -0.3% | -8% | -12% | -2% | 1% | -15% | i | 0.6 |

Bioassay records as filed in PubChem.
